High-throughput results as filed in PubChem BioAssay.
SENP1 inh: blocks the human SENP1 SUMO protease catalytic domain; Q9P0U3; recombinant SENP1 catalytic domain, CyPet-SUMO1-YPet FRET cleavage; inhibition, % at 10 µM; 360,000 tested, 0.21% active; AID 624204;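 active means inhibition at least 30% at 10 µM, raw YFP signal under a set limit, fluorescence ratio 0.5 to 1.5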;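 further: 0% = enzyme with DMSO and 100% = no enzyme wells; some results filed as inactive read as strong as hits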
Target sequence (Q9P0U3 419-644 limits assumed): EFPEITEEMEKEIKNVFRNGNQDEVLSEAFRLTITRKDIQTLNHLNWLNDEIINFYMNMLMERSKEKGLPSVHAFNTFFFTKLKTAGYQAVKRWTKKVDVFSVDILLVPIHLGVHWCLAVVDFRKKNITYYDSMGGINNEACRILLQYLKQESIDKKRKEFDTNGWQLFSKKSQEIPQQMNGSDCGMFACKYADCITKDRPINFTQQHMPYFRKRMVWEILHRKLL
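Test system: hSENP1 catalytic domain, recombinant; Amount: 20 pM final SENP1 enzyme; Medium: Tris pH 8 buffer plus EDTA, NaCl, BME, BSA, NP40, catalase; Schedule: 50 min enzyme reaction, room temperature, light-protected; Technique: FRET fluorescence in CFP and YFP emission channels; Controls: no-enzyme wells low, DMSO-plus-enzyme wells high control.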
SENP8 inh: inhibitors of human SENP8 protease; Q96LD8; recombinant SENP8, Nedd8 substrate fluorescence; inhibition, % at 20 µM; 360,000 tested, 0.64% active; AID 602440; in the data active means inhibition mostly above about 40%, no sharp cut-off; inactive means mostly below about 27%
Target sequence (Q96LD8 whole entry, looked up): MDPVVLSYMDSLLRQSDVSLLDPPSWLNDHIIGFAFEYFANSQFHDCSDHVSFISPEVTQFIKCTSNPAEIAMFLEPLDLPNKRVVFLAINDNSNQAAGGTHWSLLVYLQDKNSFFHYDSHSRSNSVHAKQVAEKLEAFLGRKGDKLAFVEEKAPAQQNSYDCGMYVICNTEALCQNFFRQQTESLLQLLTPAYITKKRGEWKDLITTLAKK
The depositor's hits bear a star; i = inactive. An excerpt. The share of hits here may be higher or lower than overall.

Values run as follows: SENP1 inh | SENP8 inh
- Cc1cccnc1C(NC(=O)C1CCN(Cc2ccc(Cl)cc2)CC1)c1ccc(F)cc1 (configuration not stated)
  0 | 10
- Cc1ccc(NC(=O)CC[C@H]2O[C@@H](n3cnc4c(NC(=O)c5ccccc5)ncnc43)[C@H](O)[C@@H]2O)cc1C
  3 | 10
- CC1(C(=O)NCc2cccc3ccccc23)CCN1Cc1ccc(OC(F)(F)F)cc1 (configuration not stated)
  4 | 12
- N#CCCC(C#N)(c1cccnc1)N1CCOCC1 (configuration not stated)
  -4 | -48
- CCc1nnc(NC(=O)CSc2nnc(CNC(=O)c3ccccc3)o2)s1
  3 | 4
- COc1ccc(B(O)O)c(CN2CCN(C(=O)OC(C)(C)C)CC2)c1
  2 | 14
- COCCn1cnc2c1c(=O)n(CC(=O)NC1CCCCC1)c(=O)n2Cc1ccccc1
  4 | 6
- Nc1ncnc2c1ncn2[C@@H]1O[C@H](CCC(=O)NCc2ccccc2)[C@@H](O)[C@H]1O
  -5 | 15
- COC(=O)[C@]12CCCCC=C1N(Cc1ccccc1)C(=O)[C@H](CC(=O)N1CCCC1)C2
  1 | -1
- Cc1cccc(N/N=C(\C#N)S(=O)(=O)C(C)(C)C)c1
  1 | 23
- CCCCNC(=O)C[C@@H]1C[C@@]2(C(=O)OC)CC(C)(C)CC=C2N(CCc2ccc(OC)c(OC)c2)C1=O
  -1 | 13
- COc1ccccc1C(=O)N/C(=C\c1cn(C)c2ccccc12)C(=O)NCCN1CCOCC1
  -6 | -19
- CC(C(=O)OCC(=O)Nc1ccccc1OC(F)F)N1C(=O)C2CC=CCC2C1=O (configuration not stated)
  0 | 16
- O=C(OCc1ccccc1)N1CCC2CC1c1cc(N3CCOCC3)ccc12 (configuration not stated)
  2 | 0
- CC(C)C[C@@H](COCc1ccc(Cl)cc1)N1CCN(C(=O)c2ccc(C(F)(F)F)cc2)CCC1=O
  0 | 13

Next part
Values run as follows: SENP1 inh | SENP8 inh
- CC1=C(C(=O)N(C(C)C)C(C)C)CC(CC(=O)NCCCCc2ccccc2)C(=O)N1CCCN1CCCC1=O (configuration not stated)
  1 | 7
- COc1cccc(CNc2nc3cc(-c4ccc(F)cc4)sc3c(=O)n2C)c1
  -1 | -97
- CC(C)CN1C(=O)CN(S(C)(=O)=O)CC1(C)C(=O)Nc1ccc2c(c1)OCCO2 (configuration not stated)
  -1 | 9
- O=C1CN(N=Cc2ccco2)C(=O)N1
  1 | 18
- CC1(C(=O)NS(=O)(=O)Cc2ccccc2C(F)(F)F)CCN1C(=O)c1ccccc1 (configuration not stated)
  0 | 28
- COc1ccc(NC(=O)c2cc(C3CCCCN3C(=O)OCc3ccccc3)on2)c(C)c1 (configuration not stated)
  2 | 12
- CC1=C(C)C(=O)C(N2CCOCC2)=CC1=O
  -1 | 47*
- Nc1nc2c(ncn2-c2ccccc2)c(=O)[nH]1
  1 | 6
- Nc1nc(N)nc(-c2cccc([N+](=O)[O-])c2)n1
  -2 | 8
- COc1ccc(CSc2ccc(S(=O)(=O)N3CCCC3)cn2)cc1F
  2 | 12
- Cc1ccc(C2/C(=C(\O)c3c(C)nc4c(C)cccn34)C(=O)C(=O)N2CCN(C)C)o1 (configuration not stated)
  -6 | 16
- CC1=CN2C(=N)/C(=C/c3ccc([N+](=O)[O-])o3)C(=O)N=C2S1
  16 | 18
- Cc1cc(C)n2nc(-c3ccc(F)cc3)cc2n1
  -1 | -410
- O=c1cc2c(c(-c3ccccc3)n1Cc1ccccc1)[C@H](CCO)NC2
  -8 | -198
- Cc1cc(C)c(C(O)c2ncc(-c3ccccc3F)[nH]2)c(C)c1 (configuration not stated)
  3 | 17

Next section:
Values run as follows: SENP1 inh | SENP8 inh
- O=C(C[C@H]1C(=O)N(c2ccc(Br)cc2)C[C@@H]1Cc1ccccc1)Nc1ccccc1
  1 | 10
- Cc1ccc(NC2=Nc3ccccc3N3C2=Nc2c(c(C)nn2-c2ccccc2)C3c2ccc(O)c(O)c2)cc1 (configuration not stated)
  8 | -480
- COc1ccc(Cc2c(C(C)(C)C)nc3cc(C)c(Br)c(C)n23)c(C)c1
  -5 | 13
- O=S(=O)(c1ccccc1)N(CC(F)(F)F)c1ccc(C(O)(C(F)(F)F)C(F)(F)F)cc1
  3 | 5
- O=C1CCC[C@@H]2Cc3nc4ccccc4cc3[C@@H]3CCN1[C@H]23
  -2 | 4
- ON=C1CCC2CCCCC2C1 (configuration not stated)
  -2 | 0
- COC(=O)[C@H]1C[C@@]2(O)CN(S(=O)(=O)c3ccc(C)cc3)C[C@@]2(OC(=O)Nc2cccs2)C[C@H]1C(=O)OC
  0 | -7
- COc1cc(NC(=O)CCl)ccc(=O)c1
  2 | 7
- C[C@H]1CN([C@@H](C)CO)C(=O)CCCn2cc(nn2)CO[C@@H]1CN(C)C(=O)Nc1ccccc1F
  -1 | 7
- CCC(C)NC(=O)C(=O)NC1CCCC1 (configuration not stated)
  0 | 15
- COc1ccc(CN2CCC[C@]3(N[C@H](c4ccc(C)cc4)[C@@H]4C(=O)N(C)C(=O)[C@@H]43)C2=O)cc1
  0 | -2
- O=C(CN(C(=O)c1ccccc1)C(=O)c1ccccc1)OCc1ccccc1
  -2 | 14
- N#C/C(=C/c1ccc(-c2cccc([N+](=O)[O-])c2)o1)C(=O)Nc1nc(-c2cccs2)cs1
  15 | 26
- COC(=O)[C@]12CCCCC=C1N(Cc1ccco1)C(=O)[C@H](CC(=O)NCc1cccc(C(F)(F)F)c1)C2
  -3 | 11
- CCc1nc2ccc(C(=O)N3CCCC(C(N)=O)C3)cn2c1N(CCC(C)C)CCN(C)C (configuration not stated)
  -22 | -4

Whole records, quoted from the list. Order of values: SENP1 inh, SENP8 inh
Record of `COC(=O)[C@H]1C[C@@]2(O)CN(S(=O)(=O)c3ccc(C)cc3)C[C@@]2(OC(=O)Nc2cccs2)C[C@H]1C(=O)OC` = 0, -7
Record of `ON=C1CCC2CCCCC2C1` (configuration not stated) = -2, 0

The list goes on:
canonical_smiles	SENP1 inh	SENP8 inh
COc1cc2ccnc(C=O)c2cc1OC	-14	-120
COc1ccccc1N1CCN(c2nc(C)cc(=O)[nH]2)CC1	3	6
C#CCNC(=O)C[C@@H]1C[C@@]2(C(=O)OC)CCCCC=C2N(Cc2ccc3c(c2)OCO3)C1=O	0	12
Cc1ccc(C(NC(=O)C2CCN(Cc3ccc(Cl)c(Cl)c3)CC2)c2ccccn2)cc1 (configuration not stated)	-9	11
C[C@@H]1CCCCO[C@H](CN(C)C(=O)Cc2ccccc2)[C@@H](C)CN([C@H](C)CO)C(=O)c2cc(N(C)C)ccc2O1	-1	-35
Cc1cc(C)nc(SCc2ccc(C(=O)NNC(=O)Nc3cccc(Cl)c3)cc2)n1	2	1
COc1ccc(NC(=O)Cc2ccc(C)cc2)c([N+](=O)[O-])c1	2	16
O=C(Nc1ccc(F)cc1)c1cnccn1	3	18
O=C(NCc1ccc(C(F)(F)F)cc1)c1ccc(-c2ccc(F)c(F)c2)c2ccoc12	-4	-15
O=C(NCc1ccccc1)c1cc(C2CCCCN2C(=O)c2ccc3c(c2)CCO3)on1 (configuration not stated)	-1	9
Cc1cn([C@H]2C[C@H](O)[C@@H](CNCc3ccc(CN(C)S(C)(=O)=O)o3)O2)c(=O)[nH]c1=O	1	5
CC1(C(=O)N2CCCCC2)CCN1C(=O)C1(c2ccccc2)CC1 (configuration not stated)	-1	7

Overlap with the part before: 7 compounds, followed by the next part.
canonical_smiles	SENP1 inh	SENP8 inh
Cc1cc(C)nc(SCc2ccc(C(=O)NNC(=O)Nc3cccc(Cl)c3)cc2)n1	2	1
COc1ccc(NC(=O)Cc2ccc(C)cc2)c([N+](=O)[O-])c1	2	16
O=C(Nc1ccc(F)cc1)c1cnccn1	3	18
O=C(NCc1ccc(C(F)(F)F)cc1)c1ccc(-c2ccc(F)c(F)c2)c2ccoc12	-4	-15
O=C(NCc1ccccc1)c1cc(C2CCCCN2C(=O)c2ccc3c(c2)CCO3)on1 (configuration not stated)	-1	9
Cc1cn([C@H]2C[C@H](O)[C@@H](CNCc3ccc(CN(C)S(C)(=O)=O)o3)O2)c(=O)[nH]c1=O	1	5
CC1(C(=O)N2CCCCC2)CCN1C(=O)C1(c2ccccc2)CC1 (configuration not stated)	-1	7
CC(=O)Nc1ccc(C=NNC(=O)C2CC2)cc1	4	9
COCCn1c(SCc2nnc(-c3ccccc3)o2)nc2sc3c(c2c1=O)CCC3	-1	-10
COc1ccc(S(=O)(=O)N2CCN(C(=O)c3ccc(COc4ccccc4)o3)CC2)cc1	3	2
COc1cccc(-c2oc3c(c2C#CC2(N)CCCCC2)C(O)CCC3)c1 (configuration not stated)	-1	-45
CCOC(=O)C1CCCN(C(=O)c2cccc(OC(F)(F)F)c2)CC1 (configuration not stated)	0	12
CC(=NNC(=O)c1ccncc1)c1ccccc1Cl	2	4
O=C1c2c(Cl)c(Cl)c(Cl)c(Cl)c2C(=O)N1c1nccs1	-3	15
Cc1cc(C(O)c2ncc(-c3ccc(Cl)cc3)[nH]2)ccc1F (configuration not stated)	0	14
COCCNC(=O)C1(C)CCCN(C(=O)c2ccc3ccccc3c2)C1 (configuration not stated)	1	11
C[C@H]1CN([C@@H](C)CO)C(=O)CCCn2cc(nn2)CO[C@@H]1CN(C)C(=O)Nc1ccnc(N2CCOCC2)c1	-2	0
O=C(NCCCN1CCCC1=O)C(=O)NCC1OCCN1S(=O)(=O)c1cc(F)ccc1F (configuration not stated)	-3	-2
Cn1cc(-c2csc(C(O)c3ccccc3)n2)cn1 (configuration not stated)	2	0

Carrying on.
canonical_smiles	SENP1 inh	SENP8 inh
CCCc1cc(=O)n2[nH]c(C)c(-c3ccccc3OC)c2n1	0	-49
COc1cc2ccccc2cc1C(=O)N1CC(C)OC(C)C1 (configuration not stated)	1	-22
O=S(Cc1ccccc1)Cc1ccccc1	1	32
Cc1ccc(CC#N)c(-c2c(CC#N)ccc(C)c2C)c1C	2	6
CCN(CC)C(=O)C1=C(C)N(Cc2ccc(OC)cc2)C(=O)C(CC(=O)NC2CC2)C1 (configuration not stated)	-1	-20
NC(c1ccccc1)c1csc(NC(=O)Nc2cccc(C(F)(F)F)c2)n1 (configuration not stated)	1	16
O=c1cc(CN2CCCCCCC2)c2c(ccc3ccccc32)o1	-11	-254
CNCc1ccccc1Sc1ccc(O)c(O)c1	2	30
CN(Cc1ccc(Cl)cc1Cl)C(=O)C1CC(=O)N(Cc2ccco2)C1 (configuration not stated)	-2	11
Cc1ccc(C(=O)/C=C/Nc2cccc([N+](=O)[O-])c2)o1	-21	7
Fc1ccc(Nc2cncc(-c3ccsc3)c2)cc1Cl	-22	-146
COc1ccc(OC)c2cc3ccccc3cc12	80	40

Continued:
canonical_smiles	SENP1 inh	SENP8 inh
Cc1nc(N)[nH]c(=O)c1CCCNc1ccc(CCCCC2(CCl)OCCO2)cc1	0	2
CCOC(=O)c1nc(SC)n(C)c1C(=O)OCC	3	8
O=C(CCl)N1c2ccccc2Sc2ccc3ccccc3c21	2	8
COC(=O)CCCn1cc(CN2CC(N3CCN(C)CC3)CS2(=O)=O)nn1 (configuration not stated)	-3	19
CCOc1ccc(NC(=O)c2ccc3c(c2)N(C)CCS3)cc1	-3	i
CCOC(=O)c1csc(NC(=O)CSc2nnnn2-c2ccc(OCC)cc2)n1	0	-4
O=C(CN1C(=O)C2CCc3[nH]c4ccccc4c3C2C1=O)N1CCCC1 (configuration not stated)	-33	-6
CCOc1ccc(NC(=O)CSc2nc3ccsc3c(=O)n2CCCCCC(=O)O)cc1	2	17
COc1ccc(NC(=O)C[C@H]2C(=O)N(C3CCCCC3)C[C@@H]2CSC)cc1	2	-8
COc1ccccc1Cc1c(-c2ccc(F)cc2)nc2c(C)cc(Br)cn12	8	-12
O=c1[nH]c2cccc(Cl)c2c2ccccc12	-6	-57
O=C1OCC(O)=C1Cc1ccccc1	1	8

Additional structures:
canonical_smiles	SENP1 inh	SENP8 inh
Cn1c(=O)n(C)c2cc(CNC(=O)[C@H]3O[C@@H](n4cnc5c(N)ncnc54)[C@H](O)[C@@H]3O)ccc21	2	14
CC1(C(=O)NS(=O)(=O)c2cccs2)CCN1C(=O)Cc1ccccc1 (configuration not stated)	0	14
CC(C)c1nccn1S(=O)(=O)c1cccc([N+](=O)[O-])c1	2	12
COCCCN1C(=O)C(CC(=O)NCCN2CCOCC2)CC(C(=O)N(C(C)C)C(C)C)=C1C (configuration not stated)	3	24
Cc1cc2nc3c(=O)[nH]c(=O)[nH]c3nc2c([N+](=O)[O-])c1N	-11	34
COCOCCn1cc(CN2CCS(=O)(=O)N(Cc3ccc(-c4ccncc4)cc3)C(C)C2=O)nn1 (configuration not stated)	1	8
NC(c1csc(Nc2nncc3ccccc23)n1)C1CCCCC1 (configuration not stated)	-49	-175
C=C(C)C1CC=C(C)C(=NNC(=O)c2ccncc2)C1 (configuration not stated)	1	1
O=C1NC[C@H](CCCCN2CCN(CCc3ccccc3)C(=O)C2=O)N(Cc2ccccc2)C1=O	-4	1
COc1ccc(C(C#N)=Cc2ccc(N(C)CCC#N)cc2)cc1	-113	-14
COc1ccc(CNC(=O)c2ccc(S(=O)(=O)N3CC(C)CC(C)C3)cc2)cc1OC (configuration not stated)	1	22
CC(=O)c1sc2c(c1OC(=O)c1ccccc1)c(=O)n(-c1ccccc1)c(=S)n2-c1ccccc1	-7	7
Cc1ccc(S(=O)(=O)c2c(C)cc(C)nc2N2CCCCC2)cc1	1	-2
